# AmpC inh no detg = blocks E. coli AmpC beta-lactamase in detergent-free assay; actives 0.52% (n = 330,000); AID 485341; Potency, µM (top dose mostly 57.1 µM), for inactives: at the highest dose activity change, negative = inhibition, hits mostly inhibitors; AmpC nitrocefin hydrolysis, absorbance 480 nm, 0.0001% Triton;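 further: potency means the concentration at half of the fitted maximal effect; plate controls were no compound for no effect and no enzyme for full effect; nearly all actives have a fitted effect of over 20% in size; some results filed as inactive show a strong effect at the top dose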
# Target sequence (P00811 whole entry, looked up): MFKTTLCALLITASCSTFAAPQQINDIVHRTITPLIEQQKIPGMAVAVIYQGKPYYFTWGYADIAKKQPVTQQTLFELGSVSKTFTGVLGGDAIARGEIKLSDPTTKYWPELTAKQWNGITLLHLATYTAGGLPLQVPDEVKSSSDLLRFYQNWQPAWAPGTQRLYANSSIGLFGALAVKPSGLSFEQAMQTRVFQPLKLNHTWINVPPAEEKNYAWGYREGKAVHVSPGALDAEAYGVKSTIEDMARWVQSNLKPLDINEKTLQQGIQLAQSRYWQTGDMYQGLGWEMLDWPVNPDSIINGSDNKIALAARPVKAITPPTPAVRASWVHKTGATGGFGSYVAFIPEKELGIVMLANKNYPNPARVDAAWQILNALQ
#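 AmpC (5.3 nM in the dispensed reagent) in 20 mM phosphate pH 7.0 with 0.01% (detergent screen) or 0.0001% Triton X-100 was preincubated with compounds for 15 min at room temperature. Nitrocefin was then added from an 800 uM solution, and hydrolysis was followed at 480 nm.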
# AMA1 RON2 block = inhibitors of Plasmodium falciparum AMA1-RON2 interaction; AlphaScreen AMA1-biotinylated RON2 peptide binding; Potency, µM (series often up to 58.2 µM), without a hit: top-dose activity change, negative = inhibition, usual class: inhibitors; actives 0.2% (n = 360,000); AID 720542;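 further: potency means the concentration at half of the fitted maximal effect; 0% = vehicle wells and -100% = peptide control; nearly all actives have a fitted effect of over 45% in size; some results filed as inactive show a strong effect at the top dose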
#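 AMA1 (3D7) with his tag at 25 nM final met compounds first, then biotinylated RON2 peptide at 25 nM; detection used donor plus acceptor beads, 10 µg/mL apiece, read by AlphaScreen after 30 min at room temperature.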
# FBPA Giardia inh = inhibitors of Giardia lamblia fructose-1,6-bisphosphate aldolase; A8B2U2; purified Giardia FBPA; Potency, µM (highest dose often 59.6 µM), for the others: at the top dose activity, negative = inhibition, actives largely listed as inhibitors; actives 0.71% (n = 290,000); AID 2451; further: potency means the concentration at half of the fitted maximal effect; nearly all actives have a fitted effect of over 55% in size
# Target sequence (A8B2U2 whole entry, looked up): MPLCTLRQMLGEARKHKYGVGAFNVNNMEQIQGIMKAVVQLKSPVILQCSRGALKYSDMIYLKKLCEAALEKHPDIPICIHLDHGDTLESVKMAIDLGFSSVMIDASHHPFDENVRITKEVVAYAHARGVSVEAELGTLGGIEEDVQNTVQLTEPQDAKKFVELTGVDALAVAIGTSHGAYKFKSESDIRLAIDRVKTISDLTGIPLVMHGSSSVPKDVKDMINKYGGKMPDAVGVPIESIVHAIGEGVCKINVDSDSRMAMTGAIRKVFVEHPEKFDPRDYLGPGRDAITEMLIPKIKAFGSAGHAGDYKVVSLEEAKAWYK
#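 Giardia FBPA (40 nM reagent) was preincubated 10 min at RT with compound (up to 57.5 uM final), then substrate plus GAPDH/TPI/NAD/arsenate coupling system with diaphorase/resazurin was added; resorufin fluorescence (525/598 nm) was read after 20 min.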
# AmpC inh detg = AmpC beta-lactamase inhibition with detergent present | AID 485294 | AmpC hydrolysis of nitrocefin, absorbance 480 nm, 0.01% Triton | actives 0.041% (n = 370,000) | Potency, µM (doses to about 114 µM), for inactives: at the top dose activity change, negative = inhibition, most hits filed as inhibitors;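 further: potency means the concentration at half of the fitted maximal effect; 0% = no-compound wells and -100% = no-enzyme wells; nearly all actives have a fitted effect of over 25% in size; some results filed as inactive show a strong effect at the top dose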
#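 AmpC (5.3 nM in the dispensed reagent) in 20 mM phosphate pH 7.0 with 0.01% (detergent screen) or 0.0001% Triton X-100 was preincubated with compounds for 15 min at room temperature. Nitrocefin was then added from an 800 uM solution, and hydrolysis was followed at 480 nm.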
# HCMV antiviral = blocks human cytomegalovirus replication. HFF cells, HCMV-luciferase reporter, 72 h; hits give low values. activity change, negative = inhibition, % at 57.5 µM. actives 4.5% (n = 410,000); in the data active means activity change below about -60%; inconclusive means no clear call, values can overlap the other calls; inactive means above about -39%
#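 HFF cells seeded 16 h at 37C, treated with compounds, infected with luciferase-reporter HCMV at MOI 1 PFU/cell; luciferase read at 72 h post infection, normalized to buffer-only and Salinomycin controls.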
# Sm TGR block = S. mansoni TGR enzyme inhibition. Q962Y6. purified TGR, DTNB reduction, TNB absorbance 405 nm. Potency, µM (titrated, usually from 114 µM), inactives show at the top dose activity change, negative = inhibition, actives largely listed as inhibitors. actives 3% (n = 360,000); further: potency means the concentration at half of the fitted maximal effect; nearly all actives have a fitted effect of over 60% in size
#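 TGR 20 nM + NADPH 100 uM (dispensed conc.), cpd preinc 15 min RT; start with NADPH (500 uM addition) then DTNB (15 mM addition). Kinetic TNB absorbance, 405 nm filter. Four-parameter Hill fit across titration.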
# Starred values were filed as active, the others as inactive; u = inconclusive; x = no result given; [ ] = remark or other dose. Unless noted, the call rests on the fitted dose curve; in most records, active means well fitted curve in the direction sought with a large enough effect; inconclusive means small, poorly fitted or top-dose-only effect, or another doubt; inactive means no such curve, though single readings can be large; an effect the other way counts as inactive or inconclusive. Unless noted, on the % scale 0 is the no-effect control and ±100 the full control effect.
# The line under a structure holds: AmpC inh no detg, AMA1 RON2 block, FBPA Giardia inh, AmpC inh detg, HCMV antiviral, Sm TGR block
O=C(COC(=O)c1ccccc1O)Nc1cccc2ccccc12
  -7%, -11%, x, -3%, 3, -9%
COc1ccc(C(=O)Nc2ccc3c(c2)nc(CN2CCN(C(C)=O)CC2)n3C)cc1
  4%, 4%, -1%, u, 29, -16%
Cc1ccc(S(=O)(=O)c2cc3c(=O)n4ccccc4nc3n(CCc3ccccc3)c2=N)cc1
  -20%, 13%, -13%, u, 13, -11%
COc1ccccc1-n1c(O)c(/C=N/NC(=S)Nc2ccccc2)c(=O)[nH]c1=S
  -46%, 97%[activator], u, 3%, 11, 11µM*
COc1ccc(CCNC(=O)C23CCC(C)(C(=O)C2=O)C3(C)C)cc1OC (centres undefined)
  -2%, 6%, 4%, -11%, 3, -5%
CCN(C(=O)CCS(=O)(=O)c1cc2[nH]c(=O)c(=O)[nH]c2cc1C)c1ccccc1
  x, x, x, 5%, 0, -1%
Brc1ccc(-c2nnc(Cc3ccccc3)o2)cc1
  -6%, 11%, 5%, 1%, 33, 0%
CN(CC(=O)Nc1ccccc1Cl)C(=O)C1CCN(S(=O)(=O)c2ccc3c(c2)OCCO3)CC1
  29%, 8%, x, u, -15, 0%
COc1ccc(/C=C/C(=O)c2c(O)ccc3c(C)cc(=O)oc23)cc1
  6%, -10%, 0%, -12%, -78*, -15%
CCN(CC)S(=O)(=O)c1ccc(C(=O)NNC(=O)c2cccs2)cc1
  -17%, 36%[activator], 3%, -9%, -3, -4%
COc1ccccc1NC(=S)NCc1ccc(F)cc1
  2%, -2%, -5%, 1%, 20, u
COc1cccc(-n2c(SCC(N)=O)nc3c([nH]c4ccccc43)c2=O)c1
  -55%, -1%, -1%, -4%, u, -6%
O=S(=O)(Cc1ccc(Cl)cc1)Nc1ccc2c(c1)OCO2
  -7%, 17%, -1%, 0%, -12, 0%
O=C(Cc1ccsc1)N1CCN(S(=O)(=O)c2cccc(F)c2)CC1
  -19%, 21%, x, u, 5, -1%
COc1ccc(NC(=O)Cn2nnc(C(=O)NCc3ccc(C)cc3)c2N)cc1OC
  15%, -12%, 3%, -2%, -36, 5%
Oc1ccc(NC(=S)Nc2ccc(F)cc2)cc1
  -20%, 14%, -28%, -1%, -34, u
Fc1ccccc1N1CC(c2ccccc2)C(c2cccs2)=N1 (centres undefined)
  -34%, 297%[activator], -1%, u, u, -18%
CCOC(=O)c1c(CSC(=N)N)n(-c2ccccc2)c2cc(Br)c(OC(C)=O)cc12
  24%, -5%, -2%, -4%, u, -3%
O=C(O)COc1ccccc1/C=N/Nc1ccc(S(=O)(=O)N2CCOCC2)cc1[N+](=O)[O-]
  -27%, -2%, 8%, -7%, 37, -8%
Cc1cc(SCC(=O)NN=C2CCN(C(C)C)CC2)c(C)cc1Br
  -31%, 9%[11.6 µM], 5%, 1%, -10, -3%
O=C(NCCc1c[nH]c2ccccc12)c1cncc(Br)c1
  -17%, 9%, 4%, -4%, 54, -13%
COCC(=O)N1CCC(Oc2ccc(C(=O)N3CCSCC3)cc2)CC1
  -13%, -20%, x, 1%, -6, u
O=C(Cc1ccc(F)cc1)NCCc1cnc[nH]1
  -13%, 0%, -14%, -2%, -39, 0%
Cc1cccc(C)c1NC(=O)N1CCN(c2nc3ccccc3s2)CC1
  -3%, 6%, 4%, -14%, -70*, 7%
O=C(COc1ccc2c(-c3ccccc3)cc(=O)oc2c1)Nc1ccc(CCO)cc1
  -6%, -5%, -8%, -12%, -68*, -6%
CCOC(=O)c1c(NC(=O)C(=O)N/N=C(\C)c2ccc(OC)cc2)sc2c1CCCCC2
  -3%, 56%[activator], 10%, -5%, 6, -1%
Cc1cccc(CN2CCC(CNC(=O)Cn3ncc4c([nH]c5ccc(C)cc54)c3=O)CC2)c1
  x, x, x, -8%, 12, -6%
O=C(c1ccc(Br)o1)N1CCN(CCc2ccncc2)CC1
  -6%, 3%, 4%, 8%, -11, 11%
O=c1c2cnn(-c3ccccc3)c2ncn1Cc1ccccn1
  -11%, 1%, 3%, -11%, -7, -3%
CCn1nc(C)c(CN2CCCC(C(=O)c3cccc(OC(C)C)c3)C2)c1C (centres undefined)
  27%, -5%, 0%, -4%, u, 0%[57.1 µM]
CC(C)NC(=O)Cn1cc(C#N)c2cc(Br)ccc21
  -12%, 6%, 4%, -4%, -3, 1%
O=C1NC(NS(=O)(=O)c2ccc(Cl)cc2)(C(F)(F)F)C(=O)N1Cc1cccnc1 (centres undefined)
  -4%, 1%[11.6 µM], 1%, -17%, 46, 0%
CC1(C)Cc2c(sc(NC(=O)C(=O)NCC3CCCO3)c2C(=O)O)CO1 (centres undefined)
  -5%, 139%[activator], x, -7%, 32, 5%
O/C(=C\c1nc2ccccc2nc1/C=C(\O)c1ccccc1)c1ccccc1
  -9%, 7%, 3.2µM*, 3%, x, -19%
O=C(c1cc(COc2cccc(C(F)(F)F)c2)on1)N1CCSCC1
  32%, -3%, 4%, -5%, -38, -29%
Cc1ccc(S(=O)(=O)/N=C(/Nc2ccccn2)c2ccc(Cl)cc2)cc1
  -20%, 0%, 2%, -4%, 9, -8%
CC(=O)c1cccc(NC(=O)c2ccc(-c3ccccc3[N+](=O)[O-])o2)c1
  -51%, 9%, 10µM*, -10%, 82, -8%
COc1ccc(/C=N/NC(=O)CCn2nc(C)cc2C)cc1
  -4%, -8%, -1%, -4%, 5, 11%
O=C(NCC1CCCO1)c1ccccc1-c1nc(-c2ccccc2F)no1 (centres undefined)
  -6%, 5%, -3%, -10%, -39, 1%
CC(C)N1C(=O)C(=O)N(CC(=O)N2CCc3ccccc32)C1=O
  -17%, -5%, x, -1%, 15, -18%
CCOC(=O)Cn1c(=O)cc(C)c2ccccc21
  -3%, 0%, 0%, 2%, -32, x
CC(=O)Nc1ccc(C(=O)OCC(=O)Nc2c(C)n(C)n(-c3ccccc3)c2=O)cc1
  -13%, 11%, x, x, -28, x
CC1CCN(CCCNC(=O)c2ccc3c(=O)n(CCc4ccccc4)c(=O)[nH]c3c2)CC1
  -11%, -1%, 4%, 2%, 62, -6%
NC(=O)NCc1ccccc1Cl
  -10%, 13%, -2%, 3%, -10, 16%
Cc1ccc(NC(=O)CSc2nnc(N)s2)cc1S(=O)(=O)N1CCOCC1
  -15%, -2%, x, u, 1, 0%
Cc1cccc(NC(=O)c2c(NC(=O)c3ccco3)sc3c2CCC(C)C3)c1 (centres undefined)
  x, x, x, 12%, -10, 7%
CCC(C)NC(=O)c1cnn2c1NC(c1cccs1)CC2C(F)(F)F (centres undefined)
  3%, 2%, 1%, 1%, -38, 2%
COC(=O)C1=C(c2c(C)noc2C)C[C@@H]2CC[C@H]1N2C(=O)N1CCC(O)(c2ccc(Cl)cc2)CC1
  208%[activator], -1%, x, -1%, -12, -3%
CCN(CC(=O)Nc1ccc(OC)cc1)CC(=O)Nc1cccc(C#N)c1
  0%, 20%, 3%, 0%, -2, 5%
Cc1cc(-c2n[nH]c(=S)n2/N=C/c2ccc(Cl)c([N+](=O)[O-])c2)n[nH]1
  -7%, 21%[2.32 µM], -14%, -5%, -33, -33%
COc1ccc(NC(=O)CSc2nc3ccccc3c(=O)n2CCCN2CCCCC2)c(OC)c1
  48%, -4%, -3%, 5%, -29, 1%
CC1=CC(C)(C)NC(=S)N1NC(=O)c1ccccc1Cl
  -10%, 79%[activator], u, -1%, 38, -1%
Cc1ccc(/C=C/C(=O)NC(=S)Nc2ccc(S(=O)(=O)Nc3cc(C)on3)cc2)cc1
  -35%, 1%, 10%, 0%, 49, -10%
Cc1ccc2nc(-c3ccc(NC(=O)COC(=O)c4ccc(Br)o4)cc3)sc2c1
  -17%, -2%, 4%, -7%, 41, 0%
CCc1ccc(CN2CCC(C(=O)Nc3cccc(-c4nnc(C)s4)c3)CC2)o1
  68%[activator], -28%, x, -10%, x, u
O=C(NC1=NCCS1)[C@H](Cc1ccccc1)N1C(=O)c2ccccc2C1=O
  -1%, 57%[activator], -10%, -5%, 19, -7%
CCn1cc2nc(SCc3cccc(C(F)(F)F)c3)n(Cc3ccc(C)cc3)c(=O)c2n1
  x, x, x, -1%, -17, 19%
CC(C)(C)c1ccc(CN2N=Nc3ccccc3S2(=O)=O)cc1
  -48%, -11%, u, -8%, u, 13µM*
CCN(CC)C(=O)c1cccc(C)c1
  -21%, 0%, 6%, -21%, u, -6%
COC1(OC)N=C(N)C2(C#N)C(c3cccc(Oc4ccccc4)c3)C12C#N (centres undefined)
  -10%, 2%, u, 2%, -3, 7%

# Carrying on:
# The line under a structure holds: AmpC inh no detg, AMA1 RON2 block, FBPA Giardia inh, AmpC inh detg, HCMV antiviral, Sm TGR block
Cc1c(NC(=O)NCc2ccccc2)c(=O)n(-c2ccccc2)n1C
  1%, 1%, 0%, -16%, -13, 1%
CCC(C)N=Cc1c(Nc2ccccc2)nc2c(C)cccn2c1=O (centres undefined)
  -17%, -2%, -11%, -6%, u, 1%
COc1nc(N(C)C)nc(N(OC)S(=O)(=O)c2ccccc2Cl)n1
  26%, -1%, -1%, -11%, 11, 5%
C[C@H](O)CC1=C[C@H](O)[C@@H](C)OC1=O
  -5%, 1%, 2%, -5%, 31, -21%
COc1ccccc1/C=C1\SC(=S)N(N2C(=O)CCCC2=O)C1=O
  46%, -26%, -4%, 0%, u, 13%
Cc1cccc2c(-c3ccccc3)cc(=O)[nH]c12
  -9%, -1%, 4%, 1%, 29, 5%
COc1ccc(Cl)cc1NC(=O)CSc1nc(-c2ccccc2)cc(=O)[nH]1
  -38%, -2%, u, -11%, 29, 23%
COc1ccc(/C=N/n2c(C)cc(C)c(C(N)=O)c2=O)cc1
  -8%, -6%, 5%, u, -26, -19%
CCCCNC(=O)Nc1ccc(C2SCCS2)cc1
  -44%, -6%, -14%, 9%, 102, 7%
Cc1cc(=O)n2[nH]cc(-c3ccccc3)c2n1
  -1%, -3%, u, 0%, 3, -21%
O=C(O)c1ccccc1-c1ccc(C=C2C(=O)N(c3ccccc3)C(=S)N(c3ccccc3)C2=O)o1
  -54%, -15%, -13%, u, 5, 8.9µM*
O=C(Nc1ccc(Br)cc1)c1cc(-c2ccc3c(c2)OCO3)on1
  -14%, -5%, 8%, -7%, -60*, -9%
Cc1ccc(-c2csc(N(CCc3ccccc3)C(=O)COc3ccccc3)n2)cc1
  -26%, -6%, 2%, u, -10, -7%

# Compound profiles, from the list above. Values in the order: AmpC inh no detg | AMA1 RON2 block | FBPA Giardia inh | AmpC inh detg | HCMV antiviral | Sm TGR block
# Cc1c(NC(=O)NCc2ccccc2)c(=O)n(-c2ccccc2)n1C is listed with 1% | 1% | 0% | -16% | -13 | 1%
# COc1ccccc1/C=C1\SC(=S)N(N2C(=O)CCCC2=O)C1=O is listed with 46% | -26% | -4% | 0% | u | 13%
# CCCCNC(=O)Nc1ccc(C2SCCS2)cc1 is listed with -44% | -6% | -14% | 9% | 102 | 7%

# Random draw from the library, and some 7.8% of all compounds hit somewhere here.
